Screening results from PubChem.
LGR2 antag – inhibitors of bursicon-induced LGR2 CRE-luciferase signal, primary screen, cell-based, HEK293, CRE-luciferase reporter, bursicon stimulation | AID 720647, 2013 | Drosophila bursicon receptor LGR2 (rickets) | actives 0.35% (n = 380,000) | inhibition, % at 9.99 µM | bursicon-stimulated, 4 h;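 active means drop in luminescence signal, shown as inhibition above about 50% in the replicate tests, limit read from the data, passing the limit was not always enough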;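 further: agonist challenge used bursicon conditioned medium at about half maximal strength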
ERAP1 inh – human ERAP1 aminopeptidase inhibitors, primary screen, biochemical, single point, plate reader; Endoplasmic reticulum aminopeptidase 1 (Homo sapiens), Q9NZ08; recombinant ERAP1, Leu-AMC fluorescence, 60 min; inhibition, % at 10.7 µM; actives 0.15% (n = 340,000); AID 652197, 2013;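 active means mean replicate inhibition of at least 30%, or all replicates individually reaching that 30% level; inactive means mean below 30% and not every replicate reaching it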;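 further: 0% = neutral control wells and 100% = L-leucinethiol positive control wells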
Xi reactivation – activators of inactive X chromosome reactivation, primary screen, imaging, XiGFP fibroblasts, GFP high-content imaging, set 2; XiGFP mouse fibroblasts, % GFP-positive cells imaging, 3 d; cells co-treated with 5-aza-dC sensitizer; scaled so ellipticine positive control = 100%; activation, % at 7.58 µM; actives 0.055% (n = 360,000);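 active means mean normalized replicate activation at least 10% and every replicate at or above 10%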;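 further: 0% = median of on-plate neutral control wells and 100% = ellipticine 6 µM median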
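Assay system – SV40-immortalized XiGFP fibroblast cells, line 68-5-11 · Buffer or medium – DMEM supplemented with 5-aza-dC as sensitizing agent · Dosing – one concentration, pinned · Benchmarks – positive control ellipticine, 6 µM final · Times – 3 days compound exposure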
Cneo AK release – Cryptococcus neoformans cell lysis inducers, primary screen, AK release luminescence, single concentration; C. neoformans lysis, adenylate kinase release luminescence, 4 h; normalised: neutral wells 0, clomiphene wells 100; lysis activity, % at 15 µM; actives 0.2% (n = 360,000); AID 651654, 2012;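 active means mean lysis activity across replicates of at least 80%, whatever share of replicates individually reach that level; inactive means mean lysis activity below 80%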
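Test system: log-phase Cryptococcus neoformans yeast cells; Quantity: yeast cell density of 5 × 10^6 cells/mL; Buffer or medium: YPD; Doses: single compound concentration per well; Timing: 4 h at 37 °C static, read 1 h later; Measured by: AK luminescence; Read-out basis: lysis from increased AK signal; Control set: Clomiphene as positive control.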
SIRT5 inh – SIRT5 desuccinylase inhibitors, primary screen, biochemical, fluorescence imaging, single point, set 5 | AID 652115, 2013 | actives 1.1% (n = 330,000) | Purified SirT5, succinyl-peptide AMC, trypsin-coupled fluorescence | inhibition, % at 15 µM; in the data active means inhibition above about 15%
Target sequence (Q9NXA8 whole entry, looked up): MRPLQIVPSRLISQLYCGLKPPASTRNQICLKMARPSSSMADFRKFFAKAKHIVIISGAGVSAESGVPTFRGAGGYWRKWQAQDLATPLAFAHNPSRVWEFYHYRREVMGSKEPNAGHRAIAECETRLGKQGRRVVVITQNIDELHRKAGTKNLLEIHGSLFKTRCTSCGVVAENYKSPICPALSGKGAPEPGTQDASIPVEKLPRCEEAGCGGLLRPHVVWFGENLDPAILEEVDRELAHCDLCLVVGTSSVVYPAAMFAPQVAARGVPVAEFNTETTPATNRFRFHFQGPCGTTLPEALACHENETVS
S100A4 inh HTS – inhibitors of S100A4-myosin IIA peptide binding, primary screen, biochemical, fluorescence polarization, TAMRA-MyoIIA peptide; Protein S100-A4 (Homo sapiens), P26447; AID 652163, 2013; inhibition, % at 10.7 µM; actives 0.14% (n = 360,000);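 active means mean inhibition of at least 70% across replicates, with every replicate also reaching that level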
Target sequence (P26447 whole entry, looked up): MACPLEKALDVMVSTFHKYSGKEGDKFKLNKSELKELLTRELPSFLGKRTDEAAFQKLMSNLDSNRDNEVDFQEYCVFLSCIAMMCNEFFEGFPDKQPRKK
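assay system = human S100A4 monomer with TAMRA-labelled myosin IIA peptide | also added = labelled myosin peptide probe, 5 nM | incubation = 5 min between mix addition and reading | control set = DMSO and TFP controls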
C2C12 statin – suppressors of statin myotoxicity in C2C12 myotubes, primary screen, cell-based, single point, plate reader; C2C12 myotubes + simvastatin, ATP luminescence, 48 h; scaled: DMSO 0, geranylgeraniol control 100; rescue of ATP level, % at 7.49 µM; actives 0.78% (n = 330,000);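 active means mean ATP rescue above about 67%, or every replicate alone reaching that limit, limit read from the data, passing the limit was not always enough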;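 further: myotubes were challenged with 10 µM simvastatin during compound exposure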
PGC1a acetyl inh – inhibitors of PGC1a acetylation signal, primary screen, cell-based, U2OS, AlphaScreen, inhibitor mode. AlphaScreen anti-acetyl-lysine; with virally co-expressed GCN5 acetyltransferase. inhibition, % at 15.6 µM. actives 0.17% (n = 350,000). AID 651687, 2012;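 active means every replicate shows inhibition of at least 40%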;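 further: 0% = neutral control wells and 100% = positive control wells; some results beyond the cut were filed as inactive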
* marks the source's active call; other numbers are inactive results; . = not tested or not shown; & = joins results of further samples. Some of the compounds tested; count on the stated rates, not on these rows.

SMILES | LGR2 antag | ERAP1 inh | Xi reactivation | Cneo AK release | SIRT5 inh | S100A4 inh HTS | C2C12 statin | PGC1a acetyl inh
O=C(Nc1nc2ccccc2[nH]1)C1CCCO1 (configuration not stated) | -24.2 | 4.5 | . | 0.6 | -1.7 | 0.6 | -0.8 | -8.9
CCc1nnc(NC(=O)c2ccc(S(=O)(=O)N3CCc4ccccc4C3)cc2)s1 | -6.9 | -2.3 | 1.2 | . | 1.2 | -0.6 | . | 0.8
CC(=O)c1ccc(-n2c(CCC(=O)O)ccc2-c2ccc(Br)cc2)cc1 | -8.5 | 0.3 | 0.1 | -1.9 | 1.7 | 0.7 | 23.3 | -9.7
COc1cccc(NC(=O)CSc2nc3n[nH]c(C)c3c(=N)n2-c2cccc(OC)c2)c1 | -21.9 | . | . | -2.1 | . | . | 6.2 | -23.5
O=C(OCC(=O)N1CCCC1)c1c(Cl)cccc1Cl | 7.9 | -1.0 | 0.0 | 2.1 | 4.5 | 7.6 | -0.8 | 1.3
CCOc1ccc(C(=O)O/N=C(\N)c2ccc([N+](=O)[O-])cc2)cc1OCC | 8.7 | -0.1 | 0.1 | . | -3.8 | 2.8 | . | .
COc1ccc(NC(=O)c2nnn(CC(=O)Nc3ccc4c(c3)OCO4)c2N)c(OC)c1 | -1.7 | 0.0 | 0.0 | 5.8 | 0.9 | -2.8 | 17.5 | 1.2
O=C(O)C(=Cc1ccccc1[N+](=O)[O-])c1ccc2c(c1)OCO2 | -41.7 | 0.3 | 0.1 | . | . | -0.5 | . | .
O=C(NCCS(=O)(=O)N1CCN(c2ccc(F)cc2)CC1)c1ccc(Br)o1 | 12.3 | 0.6 | 0.0 | -1.1 | 4.7 | 16.5 | 21.1 | -20.2
O=C(CCc1nc2ccccc2c(=O)[nH]1)NNC(=O)COc1ccc(Br)cc1 | 4.3 | -0.4 | 0.3 | . | -1.5 | -0.2 | . | .
CN1C(=O)c2cc(NC(=O)c3ccc(Cl)cc3)ccc2OC[C@@H]2O[C@@H](CC(=O)NCc3cccc(F)c3)CC[C@H]21 | 12.0 | 0.4 | 0.2 | -9.6 | 6.5 | 16.1 | -78.5 | 0.0
O=C(O)C[C@@H]1C[C@H]2c3cc(NC(=O)C4CCC4)ccc3O[C@H]2[C@@H](CO)O1 | -7.0 | -0.1 | 0.0 | . | -3.5 | -26.5 | . | -6.2
COc1ccc(CCNC(=O)c2ccc3c(c2)OCCO3)cc1 | . | 3.7 | 0.0 | . | -3.0 | -5.1 | . | 3.6
CCOc1ccc(CCNC(=O)COC(=O)CNS(=O)(=O)c2ccc(C)cc2)cc1OCC | -20.4 | -0.8 | 0.0 | 6.9 | 1.0 | -4.7 | -2.1 | .
CC(C)c1ccc(NS(=O)(=O)c2cn(C)c(=O)n(C)c2=O)cc1 | 4.7 | 6.8 | 0.1 | 1.7 | 0.4 | -2.6 | 9.0 | .
C[C@H](CO)N1C[C@H](C)[C@H](CN(C)C)Oc2ccc(NC(=O)CCCN(C)C)cc2C1=O | 0.2 | 3.1 | 0.0 | -1.1 | -2.0 | 4.0 | -11.2 | 4.2
O=C(NCC(c1ccco1)N1CCOCC1)c1cccc([N+](=O)[O-])c1 (configuration not stated) | 23.5 | 2.8 | 0.0 | 1.2 | 2.3 | 1.1 | 2.6 | -10.4
COc1ccc(-n2nc3c(c2NC(=O)C(C)C)CSC3)cc1 | -7.4 | -1.5 | 0.0 | -0.1 | -3.2 | -0.2 | 4.6 | -3.4
C(=C\c1ccccc1)/CN1CCN(C(c2ccccc2)c2ccccc2)CC1 | 7.0 | 0.0 | 0.0 | -3.7 | -2.9 | 1.4&-6.2 | -4.8 | 7.8
COC(=O)C1CCN(C2CN(Cc3ccc(F)cc3)S(=O)(=O)C2)CC1 (configuration not stated) | 10.7 | . | -0.1 | 1.0 | -6.0 | -0.6 | 2.1 | -5.5
Cc1noc(C)c1NC(=O)Nc1ccc2c(c1)CC(=O)N([C@@H](C)CO)C[C@@H](C)[C@H](CN(C)Cc1ccccc1)O2 | 0.4 | 1.5 | 0.0 | -4.5 | 3.8 | 22.8 | -17.0 | .
CC(C)(C)c1ccc(C(=O)NC(=S)N2CCCCCC2)cc1 | -4.2 | -7.3 | 0.1 | -0.3 | 2.3 | -0.4 | . | .
COc1ccc(S(=O)(=O)NC2CC3CCC2C3)cc1Br (configuration not stated) | 5.6 | -1.7 | 0.0 | 2.9 | 1.4 | 4.7 | 4.3 | -14.4
CCc1cccc(CC)c1NC(=S)NCC(c1cccnc1)N1CCOCC1 (configuration not stated) | -15.0 | 4.3 | 0.1 | -3.0 | 0.4 | 0.3 | . | 6.9
CCOc1cc2c(cc1/C=C(/C#N)c1ccc(C(=O)O)cc1)OCO2 | 10.4 | 8.3 | 0.0 | . | -1.9 | -14.2 | . | 9.6
CC1CCOC2(O1)C(=O)Nc1ccccc12 (configuration not stated) | 0.3 | -4.3 | 0.0 | . | -0.5 | -1.8 | . | 0.3
Cc1ccc(NC(=O)c2nc[nH]c2C(=O)N[C@@H](C)c2ccccc2)cc1 | -0.2 | -3.6 | 0.1 | -0.1 | . | 3.0 | 8.9 | 1.4
C#CCSc1nc(C)cc(C(=O)OCC)c1C#N | -19.3 | -1.7 | 0.0 | . | -3.4 | -6.0 | . | 4.8
CCCNC(=O)N1CC2(C1)[C@H](c1ccccc1)[C@H](CO)N2Cc1ccc(F)cc1 | 3.8 | 1.0 | 0.1 | . | -7.8 | -0.1 | . | -21.8
COc1ccc(S(=O)(=O)N(C)CC(=O)NCCN2CCOCC2)cc1Cl | 33.9 | 3.3 | 0.2 | 4.2 | -5.2 | -12.8 | 3.5 | .
COc1ccc(-n2c(CCc3ccccc3)nnc2SCC(=O)c2ccc(Cl)cc2)cc1 | 1.7 | . | 0.0 | . | . | . | -71.1 | 1.8
CCOC(=O)Nc1ccc2c(c1)C(=NNC(N)=S)c1ccccc1-2 | 82.9* | -0.1 | -0.1 | . | -0.4 | -2.4 | -22.0 | 1.2
CC1CCN(c2nc3c(c(=O)[nH]c(=O)n3C)n2Cc2ccccc2)CC1 | -7.1 | 0.3 | -0.1 | 0.3 | 0.1 | 2.3 | 7.5 | 0.9
Cc1ccc(S(=O)(=O)N(C)C[C@@H]2Oc3c(NC(=O)C4CCCCC4)cccc3C(=O)N([C@@H](C)CO)C[C@@H]2C)cc1 | . | -5.0 | 0.3 | 4.9 | 7.6 | 5.6 | 14.3 | .
C[C@@H]1CCCCO[C@@H](CN(C)C(=O)c2ccccc2)[C@H](C)CN([C@@H](C)CO)C(=O)c2cc(NS(=O)(=O)c3cn(C)cn3)ccc2O1 | 5.2 | 0.1 | 0.1 | -13.4 | -4.2 | -14.6 | . | 1.6
CCN(CC)CCN(C(=O)c1ccc(S(=O)(=O)N(C)C2CCCCC2)cc1)c1nc2c(C)cccc2s1 | -4.1 | -1.3 | 0.2 | 4.4 | -6.6 | 0.7 | -4.7 | .
O=C(C[C@H]1CC[C@H]2[C@@H](COC[C@@H](O)CN2C(=O)Nc2cc(Cl)cc(Cl)c2)O1)N1CCCCC1 | -14.3 | 1.0 | 0.2 | 44.7 | -5.6 | -0.3 | -8.7 | 6.5
COc1ccccc1CN1CCSCC1 | -5.7 | -0.7 | . | . | -4.1 | 2.3 | . | .
Cc1ccc(NC(=O)CCNS(=O)(=O)c2cccc3nonc23)cc1Cl | 16.6 | -4.1 | 0.0 | . | -3.7 | 1.3 | . | 8.2
O=C(O)C1CC(=O)N(c2ccc(OCc3ccc(Br)cc3)cc2)C1 (configuration not stated) | -2.6 | -2.0 | 0.0 | -1.5 | 1.9 | -0.4 | 2.7 | 10.2
CCN(CC)S(=O)(=O)c1ccc(C)c(NS(=O)(=O)c2cc(/C=C/C(=O)O)cc(OC)c2OC)c1 | -7.2 | -1.0 | 0.0 | . | 2.2 | -1.5 | . | .
O=C(Cc1cccc2ccccc12)Nc1ccc(N2CCOCC2)cc1 | -6.5 | -0.4 | 0.0 | . | -2.8 | -1.1 | . | -5.0
CCCc1cc(=O)[nH]c(Nc2ccc(Cl)cc2)n1 | 13.4 | -1.1 | 0.3 | . | 0.1 | -8.2 | . | -14.9
C[C@H]1CCCCO[C@@H](CN(C)C(=O)Nc2ccc3c(c2)OCO3)[C@@H](C)CN([C@@H](C)CO)C(=O)c2cc(NS(=O)(=O)c3ccccc3)ccc2O1 | -5.0 | 0.0 | 0.3 | 2.1 | 3.1 | 2.0 | . | -5.8
Cc1ccc(S(=O)(=O)N[C@@H]2CC[C@@H](CCn3cc(C4CCCCC4)nn3)O[C@@H]2CO)cc1 | 24.0 | 1.6 | -0.3 | -4.4 | 4.8 | 15.4 | -0.8 | -6.3
CC1C2=C(CC(C)(C)CC2=O)NC2=C1C(=O)CC(C)(C)C2 | 3.8 | -412.5 | -0.1 | -0.6 | -28.9 | -5.4 | 11.0 | .
O=C(Nc1c[nH]c(=O)[nH]c1=O)c1cccc([N+](=O)[O-])c1 | -5.7 | -2.2 | 0.0 | -8.0 | -2.6 | -4.0 | 5.1 | -3.1
C[C@H]1CN([C@@H](C)CO)S(=O)(=O)c2ccc(Br)cc2O[C@@H]1CN(C)Cc1cncnc1 | 4.7 | -0.6 | 0.1 | 71.2 | -3.5 | 16.6 | -16.0 | -3.0
CC(C)CN(C(=O)COC(=O)c1c(Cl)ccc(Cl)c1Cl)C1CCS(=O)(=O)C1 (configuration not stated) | -8.8 | -1.3 | 0.3 | 0.2 | -1.6 | 3.6 | 5.6 | -2.1
O=C(c1ccccn1)N1CC(=O)N2[C@@H](CO)[C@@H](c3ccc(C#CC4CCCC4)cc3)[C@@H]2C1 | 2.7 | 0.7 | 0.2 | . | -0.7 | 0.5 | . | -5.5
CC1(C(=O)NS(=O)(=O)c2ccc3c(c2)CCO3)CCN1C(=O)CCC1CCCC1 (configuration not stated) | 0.7 | -0.2 | 0.1 | 0.4 | -3.0 | 3.6 | 5.5 | 6.6
O=C(Nc1ccc(F)cc1)N1CCCCN2[C@@H](CO)[C@H](c3ccc(C#Cc4ccccc4)cc3)[C@@H]2C1 | 11.4 | -0.1 | 0.0 | -1.9 | -3.0 | 4.0 | . | -12.7
COCCCN1C(=O)c2ccc(C(=O)OCC(=O)N(C)c3ccccc3)cc2C1=O | -16.8 | -2.7 | 0.3 | 8.5 | -2.5 | -7.5 | . | -5.2

2 of these compounds in another layout.
molecule	LGR2 antag	ERAP1 inh	Xi reactivation	Cneo AK release	SIRT5 inh	S100A4 inh HTS	C2C12 statin	PGC1a acetyl inh
Cc1noc(C)c1NC(=O)Nc1ccc2c(c1)CC(=O)N([C@@H](C)CO)C[C@@H](C)[C@H](CN(C)Cc1ccccc1)O2	0.4	1.5	0.0	-4.5	3.8	22.8	-17.0	.
COc1ccc(CCNC(=O)c2ccc3c(c2)OCCO3)cc1	.	3.7	0.0	.	-3.0	-5.1	.	3.6
